GRIN3A LBD mod: NR3A (human) ligand-binding domain modulation | NR3A LBD differential scanning fluorimetry, Tm shift; 0% = protein alone, 100% = glycine-bound protein | AID 1259313 | Tm shift relative to glycine control, % at 25 µM | actives 2.5% (n = 340,000);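 active = melting temperature shift of at least 10% of the positive control shift, at one fixed dose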
A3G deaminase: inhibitors of human APOBEC3G DNA deaminase; Q9HC16; recombinant A3G, ssDNA deamination FAM/TAMRA fluorescence; inhibition, % at 20 µM; actives 0.28% (n = 330,000); AID 493012;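 active = inhibition of at least 40% at 20 µM, with no more than 30% in the related APOBEC3A deaminase screen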;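 also: plate controls were DMSO wells with A3G for no effect and wells lacking A3G enzyme for full effect; some compounds called inactive have numbers as strong as hits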
Target sequence (Q9HC16 whole entry, looked up): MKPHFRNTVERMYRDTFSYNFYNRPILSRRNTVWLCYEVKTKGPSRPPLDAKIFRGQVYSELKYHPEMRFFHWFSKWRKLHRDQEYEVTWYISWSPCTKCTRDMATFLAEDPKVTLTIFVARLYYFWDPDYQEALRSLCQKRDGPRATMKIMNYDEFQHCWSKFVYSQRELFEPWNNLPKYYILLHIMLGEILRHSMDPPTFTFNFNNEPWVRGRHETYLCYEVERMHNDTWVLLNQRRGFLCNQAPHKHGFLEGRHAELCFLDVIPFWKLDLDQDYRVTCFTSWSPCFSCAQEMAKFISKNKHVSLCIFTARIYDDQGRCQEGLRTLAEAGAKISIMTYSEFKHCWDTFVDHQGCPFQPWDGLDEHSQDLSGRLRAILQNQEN
CXCR6 inh: CXCR6 (human) receptor inhibition | O00574 | actives 0.36% (n = 360,000) | CHO-K1 PathHunter CXCR6 beta-arrestin, luminescence | inhibition, % at 20 µM; in the data active = inhibition above about 34%, passing the limit was not always enough;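 also: antagonist mode with CXCL16 agonist at 10 nM final; 0% = 10 nM CXCL16 with DMSO and 100% = unstimulated wells without agonist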
APOBEC3A inh: blocks human APOBEC3A ssDNA deamination. P31941. recombinant A3A, FAM/TAMRA ssDNA deamination fluorescence. AID 493011. actives 0.41% (n = 330,000). inhibition, % at 20 µM;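 active = at least 40% inhibition at 20 µM here, with at most 30% in a related deaminase screen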;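 also: plate controls were A3A with DMSO for no effect and wells lacking A3A enzyme for full effect; some results filed as inactive read as strong as hits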
Target sequence (P31941 whole entry, looked up): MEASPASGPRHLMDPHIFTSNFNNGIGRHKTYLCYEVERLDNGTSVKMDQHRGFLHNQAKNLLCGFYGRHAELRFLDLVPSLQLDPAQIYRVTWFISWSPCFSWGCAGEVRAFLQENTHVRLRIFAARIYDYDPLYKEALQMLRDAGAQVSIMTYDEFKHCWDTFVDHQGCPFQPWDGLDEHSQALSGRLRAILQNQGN
CCR6 antagonist: CCR6 (human) receptor antagonism; inhibition, % at 20 µM; P51684; CHO-K1 CCR6 PathHunter beta-arrestin, luminescence, CCL20-stimulated; actives 0.49% (n = 340,000);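 active = compounds whose inhibition of the agonist-driven luminescence signal at 20 µM reaches about 50%, limit read from the data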;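 also: cells stimulated with CCL20 at 14 nM final; plate controls were DMSO with CCL20 for no effect and DMSO without agonist for full effect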
Target sequence (P51684 whole entry, looked up): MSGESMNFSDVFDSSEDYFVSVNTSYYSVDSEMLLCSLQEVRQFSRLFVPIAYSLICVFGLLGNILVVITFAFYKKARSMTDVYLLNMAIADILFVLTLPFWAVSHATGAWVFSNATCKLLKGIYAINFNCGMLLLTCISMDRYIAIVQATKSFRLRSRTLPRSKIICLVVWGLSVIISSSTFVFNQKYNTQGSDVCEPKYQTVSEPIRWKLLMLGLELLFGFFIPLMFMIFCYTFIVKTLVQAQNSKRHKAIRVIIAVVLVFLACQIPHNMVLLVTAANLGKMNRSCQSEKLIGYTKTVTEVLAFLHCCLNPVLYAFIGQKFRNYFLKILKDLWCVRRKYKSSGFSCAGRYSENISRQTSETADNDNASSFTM
EBI2 block: blocks human EBI2 receptor beta-arrestin signaling; AID 651636; inhibition, % at 5 µM; P32249; EBI2 beta-arrestin recruitment, luminescence, 7a,25-OHC stimulated; actives 0.81% (n = 360,000); in the data active = inhibition above about 38%;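 also: enzyme fragment complementation signal reports receptor beta-arrestin coupling in cells; 0% = agonist plus DMSO wells and 100% = wells without agonist; some results beyond the cut were filed as inactive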
Gli-Sufu block: antagonists of Gli-Sufu signaling; Sufu-KO-LIGHT fibroblasts, Gli luciferase reporter luminescence; inhibition, % at 5 µM; actives 0.74% (n = 340,000);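 active = inhibition above about 55%, limit read from the data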;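 also: 0% = DMSO-treated cells and 100% = wells with medium but no cells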
MPTP block: inhibitors of mitochondrial permeability transition pore; isolated mouse mitochondria, Ca2+ swelling absorbance, 30 min; inhibition, % at 10 µM; actives 1.4% (n = 360,000); AID 602449;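 active = inhibition of 50% or more, scaled per plate between neutral and stimulator controls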;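 also: 0% = DMSO wells given calcium and 100% = 1 mM EGTA wells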
Starred values were filed as active, the others as inactive; . = not tested or not shown.

(1) COc1ccccc1CCNC(=O)C(=O)c1cn(CC(=O)N2CCCC2)c2ccccc12
(2) CC(C)(C)C(=O)Nc1ccc(-c2cc3cc(Cl)ccc3o2)cc1
(3) Cc1ccc(S(=O)(=O)Nc2ccc3nc(C)sc3c2)c(C)c1
(4) CCOc1ncccc1C(=O)Nc1cccc(S(=O)(=O)NC2=NCCC2)c1
(5) COc1cccc(C(c2nnnn2Cc2ccccc2)N2CCN(C(=O)c3ccco3)CC2)c1OC (centres undefined)
(6) CNC(=S)Nc1cc(C)ccc1OC(F)F
(7) COc1ccc(CNC(=O)COC(=O)CCCOc2ccc(Cl)cc2Cl)cc1
(8) C/C=C/c1ccc(Oc2nnnn2-c2ccc(C(=O)O)cc2)c(OC)c1
(9) CCCCCCCC/C=C\CCCCCCCC(=O)NCCO
(10) COc1ccc(CCNC(=O)C2CCN(c3ccc(N4CCOCC4)nn3)CC2)c(OC)c1

assay / compound	1	2	3	4	5	6	7	8	9	10
GRIN3A LBD mod	-1	1	-4	0	7	0	-6	-2	10*	-1
A3G deaminase	-2	-9	-6	-3	-7	-10	-7	-5	-6	-12
CXCR6 inh	9	0	-9	-3	0	9	2	-9	2	-2
APOBEC3A inh	0	-3	-2	0	-4	-7	-9	-4	0	-5
CCR6 antagonist	15	-2	7	3	-20	-5	-6	-10	3	-4
EBI2 block	-1	-4	-6	1	0	-21	-13	-4	4	-5
Gli-Sufu block	3	1	6	-3	6	3	-3	-2	-7	6
MPTP block	-0.4	1.4	18	-1.3	-1.1	-0.9	-3.5	0.7	-1.1	0.6

Molecules above containing a Cl atom (2):
(2) CC(C)(C)C(=O)Nc1ccc(-c2cc3cc(Cl)ccc3o2)cc1
(7) COc1ccc(CNC(=O)COC(=O)CCCOc2ccc(Cl)cc2Cl)cc1

assay / compound	2	7
GRIN3A LBD mod	1	-6
A3G deaminase	-9	-7
CXCR6 inh	0	2
APOBEC3A inh	-3	-9
CCR6 antagonist	-2	-6
EBI2 block	-4	-13
Gli-Sufu block	1	-3
MPTP block	1.4	-3.5

The list continues.
(11) Cc1cccn2c(=O)c3cc(C#N)c(=NC(=O)c4cccnc4)n(CC4CCCO4)c3nc12 (centres undefined)
(12) O=S(=O)(c1ccc(F)cc1)N1CCn2c(nc3ccccc32)C1
(13) N#Cc1ccc(OCC(=O)N2CCc3ccccc32)cc1
(14) CCOc1ccc(-c2nnn(CC(=O)Nc3cc(OC)ccc3OC)n2)cc1OCC
(15) C=CCn1c(SCC(=O)NCc2ccc3c(c2)OCO3)nnc1C1CCCCC1
(16) COc1ccc(C2CC(c3ccccc3)Nc3ncnn32)cc1 (centres undefined)
(17) Cc1cc(N2C(=O)C(O)=C(C(=O)c3cccs3)C2c2cccc(O)c2)no1 (centres undefined)
(18) COc1ccc([N+](=O)[O-])cc1N(CC(=O)NCC1CCCO1)S(C)(=O)=O (centres undefined)
(19) Nc1c(C(=O)NCC2CCCO2)c2nc3ccccc3nc2n1/N=C/c1ccncc1 (centres undefined)
(20) Cc1ccc(NC(=O)C2COc3ccccc3O2)nc1 (centres undefined)

assay / compound	11	12	13	14	15	16	17	18	19	20
GRIN3A LBD mod	2	14*	1	0	-1	-1	1	-1	2	1
A3G deaminase	-6	-8	-6	-9	-3	-1	-1	3	.	1
CXCR6 inh	1	2	7	8	4	8	-23	7	-9	3
APOBEC3A inh	-14	-1	-6	-6	-2	3	-13	2	.	2
CCR6 antagonist	7	0	-1	-4	13	0	20	2	5	12
EBI2 block	-7	-17	-5	3	3	-7	2	-13	-10	1
Gli-Sufu block	-17	2	-20	-7	-4	-6	6	-5	12	3
MPTP block	1.3	-2.5	-0.4	0.9	0.5	-1.5	0.9	-0.7	4.5	-2.5

(21) Cc1cccn2c(=O)c3cc(C(=O)N4CCCCC4)sc3nc12
(22) Cc1cc(C)c2c(CN3CCN(CCO)CC3)cc(=O)oc2c1
(23) O=C(c1cc2ccccc2cc1OCC(O)CN1CCCCC1)N1CCCCC1 (centres undefined)
(24) Cc1ccc(S(=O)(=O)NNC(=O)C2CCCCC2)cc1
(25) O=C(NC1CCCN(Cc2ccc(Cl)cc2)C1)c1ccccc1C(F)(F)F (centres undefined)
(26) CCOc1ccccc1N1CCN(C(=O)c2cc(-c3cccnc3)nc3c(Cl)cccc23)CC1
(27) O=C(CCC(=O)N1CCCCC1)Nc1nnc(C2CCCCC2)s1
(28) CCOC(=O)c1c(N)sc2c1CCCC2=O
(29) CCCCn1c(N)c(N(CCOC)C(=O)CCCn2c(=O)oc3ccccc32)c(=O)[nH]c1=O
(30) Cc1noc(C)c1C(=O)NC(C)C1CCCO1 (centres undefined)

assay / compound	21	22	23	24	25	26	27	28	29	30
GRIN3A LBD mod	-3	-3	0	-2	-1	-3	-2	0	-2	0
A3G deaminase	11	-2	-11	-11	-7	-7	-7	-6	.	-4
CXCR6 inh	1	-4	14	-7	1	-3	0	-10	-6	-3
APOBEC3A inh	-4	-1	-3	-5	-3	-1	-3	-2	.	3
CCR6 antagonist	8	-18	4	13	1	15	16	0	6	-4
EBI2 block	2	-8	0	-9	-13	2	0	-9	-6	7
Gli-Sufu block	2	7	1	6	16	2	-14	-12	-5	9
MPTP block	-1.6	2.0	0.5	-1.3	1.1	0.2	0.3	1.3	-1.2	-1.4

(31) c1ccc(OCCCn2ccnc2)cc1
(32) CCOC(=O)/C(C#N)=C/c1cn(CCC(=O)O)nc1-c1cccc(Cl)c1
(33) Cc1cc(C)c(C#N)c(SCC(=O)N(CC(C)C)C2CCS(=O)(=O)C2)n1 (centres undefined)
(34) Cc1cc(C)c(S(=O)(=O)N(CC(=O)N2CCOCC2)C2CCCCC2)c(C)c1
(35) CCn1nc(C)c(NC(=O)c2cnn3c(C(F)F)cc(-c4ccccc4)nc23)c1C
(36) O=C(O)CCCCCNC(=O)Cn1nnc2ccccc2c1=O
(37) Cn1cccc1Cc1nnc(SCC(=O)Nc2cccc(F)c2)n1CCc1ccccc1
(38) COCCn1c(SCC(=O)NCc2ccc3c(c2)OCO3)nc2ccccc2c1=O
(39) CCOc1cc(N2CCOCC2)c(OCC)cc1NC1=NCCCCC1
(40) CC(C)CNC(=O)c1cccc(NC(=O)C2CCCO2)c1 (centres undefined)

assay / compound	31	32	33	34	35	36	37	38	39	40
GRIN3A LBD mod	-1	1	4	2	-4	4	-2	4	0	-1
A3G deaminase	0	-8	-14	-3	-8	-4	-3	-7	1	0
CXCR6 inh	-4	-3	3	6	-14	-5	7	-4	-2	6
APOBEC3A inh	-3	-2	-5	0	-6	-2	2	5	-13	-1
CCR6 antagonist	6	1	2	10	11	4	1	11	8	7
EBI2 block	-5	2	-5	5	-4	5	45*	3	-14	-8
Gli-Sufu block	-8	-2	-1	1	5	20	-3	10	2	-6
MPTP block	-0.7	-0.5	-1.7	0.8	1.8	1.4	0.0	-3.8	-1.5	-4.4

The list goes on; it opens with the two that closed the last part.
(39) CCOc1cc(N2CCOCC2)c(OCC)cc1NC1=NCCCCC1
(40) CC(C)CNC(=O)c1cccc(NC(=O)C2CCCO2)c1 (centres undefined)
(41) CN(C)C(=O)c1coc2nc3ccccc3nc12
(42) Cc1c(C(=O)NCCc2ccc3c(c2)OCCO3)oc2ccccc12
(43) Cc1cccc(NC(=O)C(Cc2ccccc2)n2cccc2)c1 (centres undefined)
(44) O=C(O)COc1ccccc1C(Nc1cccnc1)c1cc(Cl)c2cccnc2c1O (centres undefined)
(45) CC1CC2(CC(C)(C(=O)CSc3n[nH]c(-c4ccccc4Cl)n3)OC2=O)C(=O)O1 (centres undefined)
(46) Cc1ccc(SC(c2ccc(C)cc2)C(Cn2cncn2)C(=O)c2ccccc2)cc1 (centres undefined)
(47) O=C1Nc2cc(Cl)c(Cl)cc2N(O)N1c1cccc(Cl)c1
(48) CCC(C)NS(=O)(=O)c1ccc(S(=O)(=O)N(CCc2ccc(OC)c(OC)c2)Cc2cccs2)cc1 (centres undefined)
(49) CC(=O)Nc1ccc(S(=O)(=O)N2CCC(C(=O)NCc3ccco3)CC2)cc1
(50) COc1ccc(CN(C)C(C)C(=O)NC2CCCc3ccccc32)cc1 (centres undefined)

assay / compound	39	40	41	42	43	44	45	46	47	48	49	50
GRIN3A LBD mod	0	-1	-1	-1	-7	1	-41	1	-31	-11	-3	0
A3G deaminase	1	0	-4	5	-1	-5	-4	-2	0	-4	-2	-9
CXCR6 inh	-2	6	2	-11	2	-5	-10	10	-4	-2	3	-5
APOBEC3A inh	-13	-1	-1	5	2	8	-4	0	-1	0	-4	-12
CCR6 antagonist	8	7	1	-2	16	4	-16	6	0	12	4	7
EBI2 block	-14	-8	-7	4	-5	-13	-7	23	-4	10	-13	3
Gli-Sufu block	2	-6	3	-8	-5	-6	3	0	6	1	-11	12
MPTP block	-1.5	-4.4	2.0	3.2	28	3.6	-1.2	-0.3	0.0	2.8	-1.2	1.7

The closing three entries of the section before lead into the next:
(48) CCC(C)NS(=O)(=O)c1ccc(S(=O)(=O)N(CCc2ccc(OC)c(OC)c2)Cc2cccs2)cc1 (centres undefined)
(49) CC(=O)Nc1ccc(S(=O)(=O)N2CCC(C(=O)NCc3ccco3)CC2)cc1
(50) COc1ccc(CN(C)C(C)C(=O)NC2CCCc3ccccc32)cc1 (centres undefined)
(51) COc1ccc(NC(=O)COc2ccc3c(c2)OCO3)cc1
(52) COc1ccc(OC)c(/C=N/NC(=O)CCCC(=O)Nc2cccc(Br)c2)c1
(53) CCOC(=O)c1cnc2c(Cl)cccc2c1NCCN(C)C
(54) Cc1ccc(SCC(=O)NC(=O)NC2CCCC2)c(C)c1
(55) COC(=O)COc1ccc(C2NC(=O)NC(c3ccccc3)=C2C(C)=O)cc1Br (centres undefined)
(56) NC(=O)c1c(NC(=O)c2ccccc2)sc2c1CCc1ccccc1-2
(57) O=C1c2ccccc2C(=O)N1CC#CCN1CCN(C2CCCCC2)CC1
(58) Cc1cccc(NC(=O)CN(C)S(=O)(=O)c2cccc3cccnc23)c1
(59) C#CCOCCOCCOCCNc1nc(N2CCN(C(=O)C([C@@H](C)O)n3cc([C@@H](N)CCCCN)nn3)CC2)nc(N2CCN(C(=O)[C@H](CC(N)=O)n3cc([C@@H](N)C(C)C)nn3)CC2)n1 (some centres undefined)
(60) CCOc1ccc(C(C)=O)cc1COC(=O)CNC(=O)c1cccs1
(61) COc1ccc(OC)c(S(=O)(=O)N2CCN(CC(O)COc3ccccc3)CC2)c1 (centres undefined)
(62) Cc1ccc2oc(-c3ccccc3C(=O)O)cc(=O)c2c1
(63) C/C(N)=C(/C#N)C(=O)COC(=O)C1CCN(C(=O)c2ccc(Cl)cc2)CC1

assay / compound	48	49	50	51	52	53	54	55	56	57	58	59	60	61	62	63
GRIN3A LBD mod	-11	-3	0	-5	-7	1	-1	2	6	-8	-1	1	0	1	1	0
A3G deaminase	-4	-2	-9	-9	-5	-1	0	4	1	2	-1	-4	-5	-7	-9	0
CXCR6 inh	-2	3	-5	-5	2	-12	-2	-1	6	-3	6	6	2	-3	10	-4
APOBEC3A inh	0	-4	-12	-2	6	2	0	0	4	4	1	-5	9	-2	-6	-1
CCR6 antagonist	12	4	7	7	6	11	18	-7	-5	-11	2	-7	12	11	-5	-5
EBI2 block	10	-13	3	-11	-2	5	8	-1	-9	-2	0	-7	4	46*	9	33
Gli-Sufu block	1	-11	12	7	-4	-5	6	-4	-68	0	-5	0	-4	23	-9	-3
MPTP block	2.8	-1.2	1.7	0.6	-2.0	1.6	-1.1	-0.3	1.7	0.3	0.7	-2.1	-0.9	0.0	-3.4	-0.5

Source: PubChem
